Screening results (PubChem BioAssay)
STK33 kinase inh = blocks human STK33 kinase activity; Q9BYT3; purified STK33, MBP phosphorylation, ADP-Glo luminescence; inhibition, % at 10 µM; hit rate 0.073% among 320,000; AID 2661;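 active = inhibition at or above 25%, using the most active replicate where run in duplicate; inactive = inhibition below 25%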
Target sequence (Q9BYT3 whole entry, looked up): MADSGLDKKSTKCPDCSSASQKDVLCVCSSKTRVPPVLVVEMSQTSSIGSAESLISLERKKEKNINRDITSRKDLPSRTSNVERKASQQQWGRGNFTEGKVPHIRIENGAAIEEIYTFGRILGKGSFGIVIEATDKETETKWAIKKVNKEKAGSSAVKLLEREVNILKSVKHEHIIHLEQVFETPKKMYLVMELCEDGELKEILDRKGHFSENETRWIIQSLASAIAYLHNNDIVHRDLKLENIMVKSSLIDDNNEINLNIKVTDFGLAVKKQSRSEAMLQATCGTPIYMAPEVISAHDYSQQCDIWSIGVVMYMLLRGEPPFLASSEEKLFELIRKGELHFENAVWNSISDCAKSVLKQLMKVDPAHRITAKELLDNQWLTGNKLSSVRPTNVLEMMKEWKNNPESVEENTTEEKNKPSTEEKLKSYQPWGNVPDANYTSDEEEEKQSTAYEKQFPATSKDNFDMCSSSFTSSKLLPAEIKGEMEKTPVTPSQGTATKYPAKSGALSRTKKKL
OX1R FRET antag = blocks the human orexin 1 receptor; OX1R-expressing cells, FRET antagonist read-out; inhibition, % at 6.6 µM; hit rate 1.8% among 330,000; AID 485270; O43613; in the data active = inhibition mostly above about 38%, no sharp cut-off; inactive = mostly below about 40%;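 also: 0% = agonist challenge alone and 100% = reference antagonist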
Target sequence (O43613 whole entry, looked up): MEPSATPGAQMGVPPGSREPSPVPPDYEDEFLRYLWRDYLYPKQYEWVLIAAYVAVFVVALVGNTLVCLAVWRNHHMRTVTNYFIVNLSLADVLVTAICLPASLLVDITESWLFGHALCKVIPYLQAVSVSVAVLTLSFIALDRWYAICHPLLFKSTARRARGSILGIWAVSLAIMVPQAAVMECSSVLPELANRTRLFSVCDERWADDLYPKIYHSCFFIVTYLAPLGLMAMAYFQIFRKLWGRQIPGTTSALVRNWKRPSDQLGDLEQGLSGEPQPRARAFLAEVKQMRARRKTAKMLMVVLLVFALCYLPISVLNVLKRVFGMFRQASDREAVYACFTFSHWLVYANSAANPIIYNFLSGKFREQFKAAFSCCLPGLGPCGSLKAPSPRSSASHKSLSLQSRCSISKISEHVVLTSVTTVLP
KCNQ2 inh = KCNQ2 potassium channel inhibitors, primary screen, cell-based, CHO-K1, FluxOR thallium flux, B-score (AID 2156); 20 min; hits give low values; B-score at 10 µM; hit rate 1.1% among 310,000; O88943;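 active = fluorescence ratio B-score at most minus 3 library SDs, with starting brightness B-score within 2 library SDs, cut at about -5.5 in these data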
The depositor's hits bear a star; i = inactive; . = no result given.

SMILES | STK33 kinase inh | OX1R FRET antag | KCNQ2 inh
Cc1cc(/C=C(\C#N)C(=O)OCC(=O)NC(=O)NC(C)(C)C)c(C)n1CCC(C)C | -0.3 | 22 | i
NNC(=O)COc1cccc(C(F)(F)F)c1 | 2.4 | 2 | i
Cc1cccc(Nc2nc(-c3ccccn3)cs2)n1 | 0.5 | 66* | i
OCCC1CN(Cc2cc3c(cc2Cl)OCO3)CCN1C1CCCCC1 (stereo not given) | -0.4 | 13 | i
O=C(Nc1cccnc1)c1cc(S(=O)(=O)N2CCOCC2)ccc1Br | -0.3 | 31 | i
CN(C)C(=O)c1ccc(NC(=O)COC(=O)C2(c3ccccc3)CCCC2)cc1 | -1.5 | 1 | .
O=C(CC1S/C(=N/N=C/c2cccs2)NC1=O)Nc1ccc(Cl)cc1 (stereo not given) | . | 13 | i
COCCn1c(SCC(=O)NC(=O)NC(C)(C)C)nc2ccccc21 | -0.3 | 15 | i
O=S(=O)(c1ccc(Cl)cc1)N1CCN(C(=S)NCC2CCCO2)CC1 (stereo not given) | -0.5 | 19 | i
CN(C)CCn1cnc2c(c1=N)C(c1ccccc1)c1ccc3ccccc3c1O2 (stereo not given) | 1.3 | 9 | i
CC(=O)Oc1ccc(/C=N/NS(=O)(=O)c2ccccc2)cc1 | -0.7 | 4 | i
O=C(CNC(=O)c1ccccn1)N=Nc1c(O)[nH]c2ccccc12 | -1.2 | 71* | i
CN1CC=C2C(C#N)=C(N)C(C#N)(C#N)C(CCc3ccccc3)C2C1 (stereo not given) | 1.4 | 23 | i
CC1CN(CC(O)COC(c2ccccc2)c2ccccc2)CC(C)O1 (stereo not given) | -1.6 | 26 | i
Cc1cccc(NC(=O)c2c(O)c3ccccc3n(C)c2=O)c1 | -4.1 | -1 | i

As entered above:
Cc1cccc(Nc2nc(-c3ccccn3)cs2)n1 in OX1R FRET antag is entered as 66*
OCCC1CN(Cc2cc3c(cc2Cl)OCO3)CCN1C1CCCCC1 (stereo not given) in STK33 kinase inh is entered as -0.4
NNC(=O)COc1cccc(C(F)(F)F)c1 in STK33 kinase inh is entered as 2.4

Structural class, those above containing a cyano group
SMILES | STK33 kinase inh | OX1R FRET antag | KCNQ2 inh
Cc1cc(/C=C(\C#N)C(=O)OCC(=O)NC(=O)NC(C)(C)C)c(C)n1CCC(C)C | -0.3 | 22 | i
CN1CC=C2C(C#N)=C(N)C(C#N)(C#N)C(CCc3ccccc3)C2C1 (stereo not given) | 1.4 | 23 | i

Other entries.
SMILES | STK33 kinase inh | OX1R FRET antag | KCNQ2 inh
Cc1ccc(C)c2sc(NC(=O)c3ccc(N4CCCCC4)c([N+](=O)[O-])c3)nc12 | 0.8 | 7 | i
COc1cc([N+](=O)[O-])cc(/C=N/NC(=O)Cn2nc(C)cc2C)c1O | 0.8 | 22 | i
O=C(COC(=O)CC1CC2CCC1C2)NCc1ccc(Cl)cc1 (stereo not given) | -0.5 | 11 | .
CCn1c(C(C#N)/C(=N\S(=O)(=O)c2cccs2)c2ccccc2)nc2ccccc21 (stereo not given) | 0.1 | 32 | i
O=C(OCC(=O)N1CCCCCC1)c1ccc(Cl)c(S(=O)(=O)N2CCCC2)c1 | -1.0 | 14 | i
Cc1cccc(C(CC(=O)NCc2ccco2)c2ccccc2)c1O (stereo not given) | -1.0 | 25 | i
CN(CC(=O)NCc1ccco1)CC(=O)Nc1c(Cl)cccc1Cl | -0.4 | 5 | .
O=c1[nH]c(CSc2nnnn2-c2ccccc2)nc2ccccc12 | -0.9 | 12 | i
CC1(C)CC(=O)C=C(NCc2cccnc2)C1 | 0.1 | 11 | i
O=C(CSc1cn[nH]n1)Nc1cccc(C(=O)O)c1 | -1.1 | 9 | i
Cc1noc(C)c1NC(=O)Nc1ccc2c(c1)C(=O)N([C@H](C)CO)C[C@H](C)[C@H](CN(C)C)O2 | -0.3 | 5 | .
O=C(O)c1ccc2c(c1)C(c1ccccc1)OC2=O (stereo not given) | -5.9 | 17 | i
Cc1ccc(S(=O)(=O)N2C(=O)CCC2C(=O)Nn2cnnc2)cc1 (stereo not given) | -0.1 | 3 | i
COc1ccc(COc2cccc(C=O)c2)cc1 | 0.4 | 4 | i
CC(C)NC(=O)NC(=O)CSc1nnc(-c2ccccc2F)n1N | -0.7 | 17 | i
CC[C@H]1OC(=O)[C@H](C)[C@@H](O[C@H]2C[C@@](C)(OC)[C@@H](O)[C@H](C)O2)[C@H](C)[C@@H](O[C@@H]2O[C@H](C)C[C@H](N(C)C)[C@H]2O)[C@](C)(OC)C[C@@H](C)C(=O)[C@H](C)[C@@H](O)[C@]1(C)O | -1.2 | 13 | i
COc1ccc(N2C(=O)C3C(c4ccc(OC)cc4O)NC(Cc4ccccc4)(C(=O)O)C3C2=O)cc1 (stereo not given) | -2.8 | 12 | i
CC(Oc1ccccc1)C(=O)NC1CC(C)(C)NC(C)(C)C1 (stereo not given) | -2.0 | 14 | i
O=C(c1ccc(-c2ccc([N+](=O)[O-])cc2)o1)N1CCCC(C(F)(F)F)C1 (stereo not given) | -1.3 | 18 | i
COc1ccc(NC(=O)C2CCC(CNC(=O)[C@@H]3Cc4ccccc4CN3)CC2)cc1 (stereo not given in full) | 0.7 | 10 | i
CN(CCO)c1cc(NCCCN2CCC(Cc3ccccc3)CC2)c2nonc2c1[N+](=O)[O-] | -0.2 | 85* | i
O=c1oc(-c2cccs2)nc2sc3c(c12)CCC3 | 0.1 | 4 | i
CCNS(=O)(=O)c1ccc(CCC(=O)NCc2ccncc2)cc1 | -1.9 | -1 | i
CCC(O)c1nc2ccccc2n1CCc1ccccc1 (stereo not given) | -2.1 | 4 | i
O=C(CCC(=O)N1CCOCC1)NCCc1ccccc1 | 0.9 | 6 | .
Cn1c(SCC(=O)Nc2ccc(N3CCOCC3)cc2)nnc1C(F)(F)F | -1.2 | 2 | .
Cc1ccc(S(=O)(=O)Nc2cc(Cl)c(O)cc2C)cc1 | 1.5 | 23 | i
CS(=O)(=O)N(CC(=O)NCc1ccncc1)C1CCCCC1 | 0.4 | 15 | i
NC(=S)Cc1ccccc1Cl | 0.2 | 12 | i
CCC(=O)Oc1ccc2c(c1)OC1(OC(C)=O)OC(C)CC1=C2C (stereo not given) | -2.9 | 13 | i
Cc1cc(O)c(NC(=O)c2cccc([N+](=O)[O-])c2)cc1C | 0.1 | 11 | i
COCCNC(=O)c1csc(Nc2cccc3ccccc23)n1 | -0.2 | -2 | i
CC(C)N1C(=S)SC(C)(C)C1n1oc(=O)n(-c2cccc(Cl)c2)c1=O (stereo not given) | -0.1 | 14 | i
COc1ccc(S(=O)(=O)N(CC(=O)NCc2ccco2)c2ccccc2)cc1 | 0.2 | 4 | i
COc1ccc(C(=O)Nn2c(SCC(=O)N3CCC(C)CC3)nc3ccccc3c2=O)cc1 | 1.6 | 35 | i
Cc1nc2cc(NC(=O)c3ccc([N+](=O)[O-])s3)ccc2s1 | 0.5 | 13 | i
COc1ccc(S(=O)(=O)NCc2ccccn2)c(Cl)c1Cl | -2.4 | 9 | i
O=C(CNC(=O)c1ccccc1)NC1(C(=O)NC2CCCCC2)CCCCC1 | -1.3 | 20 | i
CCN(CC)C(=O)c1sc2nc(-c3ccc(OC)cc3)cn2c1C | -3.7 | 12 | i
CC1CCCCC12NC(=O)N(CC(=O)OCc1c(F)cccc1Cl)C2=O (stereo not given) | 0.1 | 12 | .
O=S(=O)(Nc1ccc(S(=O)(=O)N2CCCCCC2)cc1)c1cccs1 | -0.9 | 13 | i
COCCCNC(=O)CSC1=Nc2ccccc2C2=NC(CC(=O)NCc3ccccc3)C(=O)N12 (stereo not given) | -4.0 | 15 | i
Cc1oc2c(C)c3oc(=O)c(CC(=O)N[C@@H](CC(C)C)C(=O)N[C@@H](Cc4ccccc4)C(=O)O)c(C)c3cc2c1C | -0.4 | 10 | i
CC(C)(C)NC(=O)N1CCN(S(=O)(=O)c2ccc3c(c2)CCC3)CC1 | -0.4 | 0 | .
COc1ccc(CCNC(=O)CC2COc3ccccc3O2)cc1OC (stereo not given) | 1.5 | 18 | i
Cc1nc(NC(=O)c2c(-c3ccccc3Cl)noc2C)sc1C | -0.6 | 17 | i
Cc1ccc(NC(=O)COC(=O)c2ccco2)cc1S(=O)(=O)N1CCOCC1 | -1.0 | 7 | .
Cc1ccc(C(c2nnnn2C(C)(C)C)N2CCC(C)CC2)cc1 (stereo not given) | -1.8 | 16 | i
O=C(N/N=C/c1ccco1)c1cc(-c2cccc(Br)c2)nc2ccccc12 | 0.0 | 6 | i
Nc1nnn(CC(=O)N/N=C/c2ccccc2Cl)n1 | -1.2 | -2 | i
CCOC(=O)c1c(C)[nH]c2cc(Br)c(OC)cc12 | 1.4 | 29 | i
Cc1nn(-c2ccccc2)c(Cl)c1C(=O)NNC(=O)c1ccccc1O | 1.4 | 5 | .
CC12CCC(C(=O)NNC(=O)c3ccc(F)cc3)(OC1=O)C2(C)C (stereo not given) | -1.1 | 12 | i
COC(=O)Cn1c(C)c(/C=C/c2cc[n+](C)cc2)c2ccccc21 | -0.2 | . | i
Cc1cccc(N2C(=O)c3cccc4c(N5CCCCC5)c([N+](=O)[O-])cc(c34)C2=O)c1C | -1.7 | -1 | i
COc1ccc(C(=O)c2ccccc2Cl)cc1OC | -0.4 | 11 | i
Cc1ccc2[nH]c(=O)c(CN(c3cccc(C)c3C)S(=O)(=O)c3ccccc3)cc2c1 | -0.7 | 7 | i
CCn1c(=O)[nH]c(=O)c2c(N)c(C(=O)c3cc(F)ccc3F)sc21 | 0.2 | 21 | i
Cc1cc(-c2ccc(S(=O)(=O)N(C)Cc3ccccc3)cc2)on1 | 0.1 | 29 | i
CCC(CO)NCc1sccc1C (stereo not given) | -0.5 | 12 | i
Going on with the list:
SMILES | STK33 kinase inh | OX1R FRET antag | KCNQ2 inh
CCSc1nnc(-c2ccccc2NC(=O)CC)c(=O)[nH]1 | -2.0 | 5 | i
Cc1cc2c(cc1C)N(C(=O)CSc1nncn1C)C(C)(C)c1ssc(=S)c1-2 | -1.9 | 21 | i
COc1ccc(NC(=O)C(=O)NCC(=O)Nc2cccc(C(F)(F)F)c2)cc1 | -0.1 | 4 | i
Cc1ccc(S(=O)(=O)N2CCN(C(=O)c3ccc([N+](=O)[O-])cc3)C2)cc1 | 0.0 | 31 | i
CCC(C)(O)c1[nH]c2ccc(C(=O)OC)cc2c1C (stereo not given) | 0.6 | 7 | i
O=C(NC1CCCN(c2ccc(C(F)(F)F)cn2)C1)c1ccnc(Cl)c1 (stereo not given) | -1.8 | 4 | i
Nc1nc(NCc2ccco2)nc(N2CCCC2)c1[N+](=O)[O-] | 2.3 | 28 | i
CCCNC(=O)CCn1c(-c2ccc(C)cc2)cc(C(=O)OCC)c1C | -2.0 | 32 | i
Cc1ccc(S(=O)(=O)NCC(=O)N(CC2CCCO2)C(C(=O)NC2CCCCC2)C(C)C)cc1 (stereo not given) | 0.1 | 20 | i
COc1cc(NC(=O)N2c3ccccc3Sc3ccccc32)c(C(=O)O)cc1OC | 1.1 | 9 | i
CN(C(=O)CSc1nc(O)cc(=O)n1C1CCCC1)c1ccccc1 | -0.8 | 16 | i
O=C(NCc1ccccc1)N1CCC(n2cnc3cc(F)ccc32)CC1 | -1.1 | 23 | i
Cc1ccc(OCC(=O)N/N=C\c2ccco2)c(C)c1 | 0.6 | 15 | i
COc1cccc2c1Oc1ncccc1N(C(=O)CCC(=O)NCc1ccccc1)C2 | 0.6 | 6 | i
CCOc1ccc(NC(=O)N2CCC(n3nnc4ccccc43)CC2)cc1 | -2.2 | 12 | i

Compound profiles (already shown):
CCC(C)(O)c1[nH]c2ccc(C(=O)OC)cc2c1C (stereo not given) reads STK33 kinase inh: 0.6; OX1R FRET antag: 7; KCNQ2 inh: i
COc1ccc(NC(=O)C(=O)NCC(=O)Nc2cccc(C(F)(F)F)c2)cc1 reads STK33 kinase inh: -0.1; OX1R FRET antag: 4; KCNQ2 inh: i

Further entries follow.
SMILES | STK33 kinase inh | OX1R FRET antag | KCNQ2 inh
CC1CC1C(=O)OCC(=O)NNC(=O)c1ccc([N+](=O)[O-])cc1 (stereo not given) | -0.7 | 34* | .
Cc1cc(S(=O)(=O)N2CCc3ccccc3C2)ccc1F | -2.2 | 6 | i
COc1cc(CC(NC(C)=O)C(=O)NC2CCN(C(=O)C3CC3)CC2)cc(OC)c1 (stereo not given) | -0.4 | 10 | i
CCOC(=O)c1sc(NC(=O)Cc2c(F)cccc2Cl)nc1C | -0.2 | 41 | i
CCOP(=O)(OCC)C(Nc1ccc([N+](=O)[O-])cc1)c1ccc(Cl)cc1 (stereo not given) | 0.4 | 1 | i
Cc1nn(-c2ccccc2)c(Cl)c1/C=N/NC(=O)OC(C)(C)C | 0.2 | 7 | i
CC1CN(C(=O)c2cccs2)CC(C)O1 (stereo not given) | -1.4 | 9 | i
O=C(NCCCCc1ccccc1)c1ccc(Br)o1 | -1.2 | 15 | i
COc1ccc(OCC(=O)Nc2ccc(S(=O)(=O)Nc3cc(C)nc(C)n3)cc2)cc1 | 0.6 | 10 | i
CCCCNC(=O)c1cc(C)nn1-c1ccccc1 | -0.4 | 12 | i
O=C(NC1=C(Nc2ccc(F)cc2)C(=O)c2ccccc2C1=O)c1ccc(Cl)cc1 | 0.7 | 68 | i

OX1R FRET antag: what is marked active above
SMILES | STK33 kinase inh | OX1R FRET antag | KCNQ2 inh
Cc1cccc(Nc2nc(-c3ccccn3)cs2)n1 | 0.5 | 66* | i
O=C(CNC(=O)c1ccccn1)N=Nc1c(O)[nH]c2ccccc12 | -1.2 | 71* | i
CN(CCO)c1cc(NCCCN2CCC(Cc3ccccc3)CC2)c2nonc2c1[N+](=O)[O-] | -0.2 | 85* | i
CC1CC1C(=O)OCC(=O)NNC(=O)c1ccc([N+](=O)[O-])cc1 (stereo not given) | -0.7 | 34* | .

This is a random part of the collection; 2.7% or so of the library scored in one or more.
